M1 ag = activates the M1 muscarinic receptor; CHO-M1 cells, Fluo-4 calcium fluorescence, agonist mode; active compounds read high; B-score at 10 µM; 3% of 64,000 active; AID 626;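 active = fluorescence rise, raw or as B-score row- and column-corrected plate score, outside the 99.7% band of its plate's samples, either direction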
S1P3 agonist = S1P3 (human) receptor agonism | Q99500 | S1P3 NFAT-BLA reporter cells, FRET ratio; relative to 1 µM S1P, basal subtracted | activation, % at 4.5 µM | 0.1% of 60,000 active | AID 373;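 active = activation above the screen-wide mean plus 3 SD, cut at about 4.5% in these data, passing the limit was not always enough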; note: some compounds called inactive have numbers as strong as hits
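Measure – % activation relative to 1 µM S1P (100%), per plate · System – stable CHO line with human S1P3, Gα16, NFAT-BLA reporter · Timing – cells plated overnight, compound 4 h 37 °C, substrate 2 h RT · Technique – fluorescent BLA substrate, ex 405 nm, em 460/535 nm ratio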
TNAP act DEA = activators of human TNAP at intermediate phosphate acceptor; activation factor at 20 µM; 64,000 tested, under 10 active; purified TNAP, CDP-star luminescence, 100 mM DEA, 30 min; active compounds read high; scale: 0 levamisole-inhibited, 1 vehicle-only enzyme; P05186;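 active = activation factor of at least 2 at 20 µM, relative to controls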
Target sequence (P05186 whole entry, looked up): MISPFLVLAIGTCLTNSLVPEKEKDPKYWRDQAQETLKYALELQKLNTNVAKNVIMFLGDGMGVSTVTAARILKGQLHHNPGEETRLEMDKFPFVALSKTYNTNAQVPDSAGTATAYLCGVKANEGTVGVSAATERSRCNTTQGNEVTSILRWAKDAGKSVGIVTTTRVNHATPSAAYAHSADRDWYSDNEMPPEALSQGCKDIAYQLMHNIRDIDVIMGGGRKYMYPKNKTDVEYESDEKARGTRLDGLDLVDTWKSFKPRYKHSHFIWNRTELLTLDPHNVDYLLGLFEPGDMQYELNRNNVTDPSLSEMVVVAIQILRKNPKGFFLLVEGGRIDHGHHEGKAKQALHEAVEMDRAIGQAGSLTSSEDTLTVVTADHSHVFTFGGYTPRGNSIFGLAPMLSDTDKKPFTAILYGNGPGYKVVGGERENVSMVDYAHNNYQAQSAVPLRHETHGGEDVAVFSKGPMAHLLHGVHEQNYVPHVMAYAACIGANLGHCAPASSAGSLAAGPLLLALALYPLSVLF
S1P1 ag pot = activates or potentiates agonism at human S1P1 receptor. S1P1 CRE-bla cells, forskolin, beta-lactamase FRET, potentiator mode; S1P1 agonist co-added at EC20, 2 nM; 100% = saturating reference agonist, 0% = basal. activation, % at 9.5 µM. 0.57% of 56,000 active;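 active = activation above a cutoff set at the mean activation of all tested compounds plus 3 SD, cut at about 54% in these data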;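 note: forskolin at 4 µM as EC80 and the EC20 agonist is SEW2871; 100% = SEW2871 at its EC100 plus forskolin at EC80; some compounds past the cut are filed as inactive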
Jurkat tox 60K = cytotoxicity toward Jurkat cells. Jurkat E6.1 viability, ATP luminescence, 48 h. inhibition, % at 4 µM. 1.2% of 56,000 active;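 active = inhibition above the mean inhibition of all tested compounds plus 3 SD, cut at about 28% in these data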
D1 mod = allosteric modulators of human D1 dopamine receptor; P21728; HEK293 D1, CRE-luciferase, dopamine EC30 potentiation; actives deviate in either direction; B-score at 10 µM; 5.9% of 58,000 active; AID 641;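 active = luminescence count or its row- and column-corrected plate score outside the 99.7% band of the plate's sample wells, on either side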
HEK293 NFkB inh = inhibitors of the PMA/ionomycin-induced NF-kB reporter in HEK293 cells; inhibition, % at 3 µM; 0.21% of 62,000 active; HEK-293 NF-kB luciferase reporter, luminescence;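 active = inhibition above the mean of all tested compounds plus 3 SD, cut at about 40% in these data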;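 note: 0% = stimulated DMSO wells and 100% = 10 µM reference inhibitor 5653914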
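Material: HEK-293 cells with stable firefly luciferase reporter driven by four HIV NF-kB elements / Also added: PMA plus ionomycin mix as NF-kB-activating stimulus / Compound dosing: 3 µM once, 0.30% DMSO / Times: 1 h pretreatment, 16 h stimulation, 37 °C / Signal: luminescence / Evaluation: per-plate % inhibition versus controls / Benchmarks: DMSO and 10 µM reference inhibitor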
M1 antag = M1 muscarinic receptor (rat) antagonism; CHO-M1 cells, Fluo-4 calcium, ACh EC80 antagonist mode; active compounds read low; B-score at 10 µM; 3.4% of 64,000 active;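 active = calcium fluorescence response, raw or row-and-column corrected B-score, differing from the plate sample mean either way at a set confidence level, mostly lower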
Target sequence (P08482 whole entry, looked up): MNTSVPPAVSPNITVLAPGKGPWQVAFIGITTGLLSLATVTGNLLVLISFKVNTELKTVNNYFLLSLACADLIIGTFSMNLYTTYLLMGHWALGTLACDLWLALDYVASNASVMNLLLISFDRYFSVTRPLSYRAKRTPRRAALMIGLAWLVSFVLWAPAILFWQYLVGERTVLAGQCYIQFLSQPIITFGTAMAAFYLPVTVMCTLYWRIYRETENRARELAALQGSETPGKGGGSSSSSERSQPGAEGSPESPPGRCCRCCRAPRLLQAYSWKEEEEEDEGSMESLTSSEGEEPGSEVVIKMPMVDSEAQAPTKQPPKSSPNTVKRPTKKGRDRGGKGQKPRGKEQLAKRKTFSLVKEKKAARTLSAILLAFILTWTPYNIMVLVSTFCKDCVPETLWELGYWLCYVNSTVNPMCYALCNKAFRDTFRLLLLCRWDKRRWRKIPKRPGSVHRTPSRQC
E coli RNAP = inhibitors of Escherichia coli RNA polymerase. 0.2% of 62,000 active. E. coli RNA polymerase, fluorescence transcription assay. P0A8V2. inhibition, %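 (tested at 10 µM)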; in the data active = inhibition above about 20%;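 note: 0% = enzyme without compound and 100% = no enzyme blank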
* marks the source's active call; other numbers are inactive results; . = no result given.

SMILES	M1 ag	S1P3 agonist	TNAP act DEA	S1P1 ag pot	Jurkat tox 60K	D1 mod	HEK293 NFkB inh	M1 antag	E coli RNAP
COc1cc(C(=O)NC2CCN(Cc3nnnn3Cc3cccs3)CC2)cc(OC)c1OC	0.0037	.	1	.	.	0.31	15	-0.53	-10
COc1ccccc1N(CC(O)CN1C(=O)NC(C)(C)C1=O)S(=O)(=O)c1ccc(C)cc1 (configuration not stated)	0.9	-1.0	0.9	-8	-8	0.79	6	0.46	6
CCOc1ccc(-n2c(SCc3ccc(C(=O)OC)o3)nc3c(c2=O)SCC3)cc1	-0.13	.	1	.	.	-0.14	13	0	3
Fc1cc2nc(-c3ccncc3)[nH]c2cc1F	-0.5	.	0.9	.	.	-0.46	22	-0.2	3
CNC(=O)CN(c1cc(C)ccc1C)S(C)(=O)=O	0.056	-1.3	0.9	.	-1	0.11	16	-0.2	5
Cc1ccc(NC(=O)C(C)Sc2nnc(-c3cccnc3)o2)cc1 (configuration not stated)	0.12	0.0	0.9	-11	-2	0.012	-2	-0.29	8
COc1ccc(-c2nc(C(N)=O)c3[nH]c(=O)n(-c4cccc(Cl)c4)c3n2)cc1OC	-0.58	0.6	1	-42	-5	0.5	3	-1.1	4
O=C(CCSc1ccc(F)cc1)Nc1ccc(-n2cnnn2)cc1	1.1	.	0.9	.	.	.	3	-1.1	2
O=C(CNC(=O)c1ccco1)OCc1c(F)cccc1Cl	-0.49	-0.8	1	-20	-6	-0.077	13	0.35	4
COC(=O)c1c(NC(=O)CN2CCN(C(=O)c3ccco3)CC2)c2cc(C)ccc2n1C	1.1	-0.5	0.9	-4	4	-2.8*	16	0.55	2
O=S(=O)(Cc1ccccc1)/C1=C(\N2CCOCC2)CCCCCC1	-0.038	.	1	.	.	0.56	8	-1.1	1
CCOc1ccc(N2CC(C(=O)Nc3ncccc3C)CC2=O)cc1 (configuration not stated)	1.1	.	0.9	.	.	-0.19	10	0.15	2
Cc1nc(Nc2nc(-c3ccccc3)cc(=O)[nH]2)nc2ccccc12	-0.1	-0.8	0.9	-115	11	1.6	13	-0.46	3
C=CCc1ccccc1OCC(CN1CCCCC1)OC(C)=O (configuration not stated)	-1.1	-0.8	0.9	6	2	-4.5*	10	1.3	-5
COC(=O)c1ccc(NC(=O)CSc2n[nH]c(-c3ccncc3)n2)cc1	0.98	-0.9	0.8	-1	-8	.	15	0.28	9
COc1ccc(OC)c(C2C(C(C)=O)=C(O)C(=O)N2CCN2CCOCC2)c1 (configuration not stated)	.	-0.2	0.9	0	-3	0.28	2	.	7
COC(=O)c1ccc(Nc2nc(C)cc(=O)[nH]2)cc1	-1.5	-1.4	0.9	-9	-3	0.6	2	0.19	-3
Cc1ccc2c(c1)c(C)c(C)n2CC(O)CN1CCCCC1C (configuration not stated)	-0.11	0.3	1	-3	2	-0.72	14	-1	0
CCOc1cc2[nH]c(=O)n(CCCCC(=O)NC3CCCCC3)c(=O)c2cc1OCC	0.38	-0.8	1	4	1	0.93	-6	1.2	2
O=C(COC(=O)c1ccccc1NC(=O)c1ccco1)NCc1ccc2c(c1)OCO2	0.44	0.2	1.1	4	6	.	10	-0.98	6

Some of these compounds in order of length of the SMILES, ascending.
SMILES	M1 ag	S1P3 agonist	TNAP act DEA	S1P1 ag pot	Jurkat tox 60K	D1 mod	HEK293 NFkB inh	M1 antag	E coli RNAP
CNC(=O)CN(c1cc(C)ccc1C)S(C)(=O)=O	0.056	-1.3	0.9	.	-1	0.11	16	-0.2	5
O=C(CNC(=O)c1ccco1)OCc1c(F)cccc1Cl	-0.49	-0.8	1	-20	-6	-0.077	13	0.35	4
Cc1ccc2c(c1)c(C)c(C)n2CC(O)CN1CCCCC1C (configuration not stated)	-0.11	0.3	1	-3	2	-0.72	14	-1	0
COC(=O)c1ccc(NC(=O)CSc2n[nH]c(-c3ccncc3)n2)cc1	0.98	-0.9	0.8	-1	-8	.	15	0.28	9
COc1ccc(OC)c(C2C(C(C)=O)=C(O)C(=O)N2CCN2CCOCC2)c1 (configuration not stated)	.	-0.2	0.9	0	-3	0.28	2	.	7
COC(=O)c1c(NC(=O)CN2CCN(C(=O)c3ccco3)CC2)c2cc(C)ccc2n1C	1.1	-0.5	0.9	-4	4	-2.8*	16	0.55	2

Other structures
SMILES	M1 ag	S1P3 agonist	TNAP act DEA	S1P1 ag pot	Jurkat tox 60K	D1 mod	HEK293 NFkB inh	M1 antag	E coli RNAP
CCOC(=O)CC1=CC(C)(CC(=O)OCC)C(C#N)(C#N)C(N)=C1C#N (configuration not stated)	-0.44	-2.3	0.9	13	11	-0.19	3	0.0084	0
O=C(Cn1c(SCC(=O)NC2CCCC2)nnc1-c1ccncc1)Nc1ccc2c(c1)OCO2	-0.97	0.1	0.9	5	-6	-0.59	14	-0.1	2
COC(=O)CSc1nc2cc(Cl)ccc2c(=O)n1C1CCCC1	4.5	0.2	1	12	13	-0.071	12	-0.98	3
CCCC(=O)Nc1nnc(CC(=O)OCC)s1	-0.67	-1.0	1	-8	-2	0.043	10	-0.003	4
O=C(OCn1nnc2ccccc2c1=O)c1ccc(S(=O)(=O)N2CCOCC2)cc1	-0.27	.	0.9	.	.	0.065	22	-0.095	13
O/N=C/c1ccc(OCC(O)COc2ccc(/C=N/O)cc2)cc1	0.15	-4.5	0.8	1	.	2	.	0.024	11
CC(C)(C)c1cc(=O)n2c(C#N)c(C#N)nc2[nH]1	0.057	0.4	1	-21	-6	-0.0039	2	0.23	-1
CCOC(=O)c1cnc(-n2nc(C)cc2C)nc1Nc1ccc2c(c1)OCO2	0.22	-1.0	0.8	4	-6	1.8	7	-0.57	3
O=c1[nH]nc2n1CCCCC2	0.72	-2.3	0.9	8	.	.	.	-1.1	.
Cc1cc(C)n(-c2nnc(C)n2/N=C/c2ccccc2OCc2ccccc2Cl)n1	1.7	-0.7	0.9	-2	2	.	6	-1.7	5
O=C(COC(=O)CCC(=O)c1ccc2c(c1)OCCO2)NCc1ccc2c(c1)OCO2	1.9	-0.1	1	-21	-2	-0.34	7	-0.00022	1
CCOC(=O)CC1=CSC2=NS(=O)(=O)CCN12	-0.53	0.4	1	-11	-2	.	26	0.24	6
N#Cc1c(/N=C/N2CCCC2)oc(-c2ccccc2)c1-c1ccccc1	-1.2	-1.3	1	-42	-14	0.95	12	-0.52	10
O=C(O)c1ccc(COc2cccc(CO)c2)cc1	-0.014	-0.8	1	9	6	-0.1	5	-0.032	7
COc1ccc(-c2cc(C(F)(F)F)nc(SCCC(=O)N3CCOCC3)n2)cc1	-0.67	-0.9	0.9	-22	1	1.9	12	1.5	1
Cc1noc(C(=O)Nc2ccc3c(c2)OCO3)c1Cl	-0.13	-1.1	0.8	-19	2	-1.4	-12	-0.052	8
O=S(=O)(c1cccc(S(=O)(=O)N2CCC(Cc3ccccc3)CC2)c1)N1CCOCC1	0.7	.	0.9	.	.	0.056	14	-0.49	3
CCCCC(=O)Nc1cc2nn(-c3ccc(OC)cc3)nc2cc1C	-0.5	-1.2	0.9	-11	7	0.15	-21	0.11	-5
O=C(NCc1cccnc1)c1ccc2c(c1)OCO2	-1.1	.	0.8	.	.	-0.39	19	-1.1	-6
Cc1noc(C)c1COc1cccc(C(=O)Oc2ccc3c(c2)OCO3)c1	0.16	-0.6	0.9	30	9	1	2	0.095	0

Sorted by value in E coli RNAP (high to low): three of the compounds above
molecule,E coli RNAP
O/N=C/c1ccc(OCC(O)COc2ccc(/C=N/O)cc2)cc1,11
COc1ccc(OC)c(C2C(C(C)=O)=C(O)C(=O)N2CCN2CCOCC2)c1 (configuration not stated),7
O=S(=O)(Cc1ccccc1)/C1=C(\N2CCOCC2)CCCCCC1,1

Following part:
SMILES	M1 ag	S1P3 agonist	TNAP act DEA	S1P1 ag pot	Jurkat tox 60K	D1 mod	HEK293 NFkB inh	M1 antag	E coli RNAP
COc1ccc(S(=O)(=O)Nc2ccc(S(=O)(=O)N3CCOCC3)cc2)cc1	0.73	.	0.9	.	.	1.1	18	-0.41	-8
COc1cc(C(=O)CSc2nncn2C)cc(OC)c1OC	0.52	-0.1	0.9	-2	-8	-0.35	15	0.13	2
CCOC(=O)CN1CC23C=CC(O2)C(C(=O)NCc2ccccc2OC)C3C1=O (configuration not stated)	-0.16	-0.8	0.9	5	-1	0.027	0	0.23	-1
CCCOc1ccc(N2C(=O)CC(N3CCC(O)(c4cccc(C(F)(F)F)c4)CC3)C2=O)cc1 (configuration not stated)	0.78	-1.6	0.9	36	12	-0.86	26	-0.56	7
COc1ccc(C(=O)N2CCN(S(=O)(=O)N3CCOCC3)CC2)cc1OC	0.013	0.4	0.8	.	3	-0.91	8	0.8	9
COc1ccc(C)cc1NC(=O)CSc1nnc(COc2ccc(C)cc2)n1Cc1ccco1	0.15	-0.6	0.9	-1	11	.	8	-0.93	.
O=C(OCc1ccccc1)c1ccc(Br)o1	0.26	0.0	1	-5	-13	-0.079	-3	0.24	5
Cc1cccc(N2CCN(C(=O)C3CCN(S(=O)(=O)c4cccc5nsnc45)CC3)CC2C)c1 (configuration not stated)	16*	-1.8	0.9	42	2	0.069	-1	-2	4
COc1ccc(C2(O)CCN(CC(=O)Nc3nccs3)CC2)c(OC)c1	-0.68	0.1	0.9	12	-2	-3	-1	-0.032	5
Cc1cc2nc(NC3=NCN(Cc4ccc5c(c4)OCO5)CN3)nc(C)c2cc1C	0.073	-0.5	0.9	-14	11	.	10	-5.1*	8

Reformatted: entries from further up.
SMILES: COc1cc(C(=O)CSc2nncn2C)cc(OC)c1OC
  M1 ag: 0.52; S1P3 agonist: -0.1; TNAP act DEA: 0.9; S1P1 ag pot: -2; Jurkat tox 60K: -8; D1 mod: -0.35; HEK293 NFkB inh: 15; M1 antag: 0.13; E coli RNAP: 2

SMILES: CCOC(=O)CN1CC23C=CC(O2)C(C(=O)NCc2ccccc2OC)C3C1=O (configuration not stated)
  M1 ag: -0.16; S1P3 agonist: -0.8; TNAP act DEA: 0.9; S1P1 ag pot: 5; Jurkat tox 60K: -1; D1 mod: 0.027; HEK293 NFkB inh: 0; M1 antag: 0.23; E coli RNAP: -1
